High-throughput results deposited in PubChem BioAssay by National Center for Advancing Translational Sciences (NCATS).
Peg3 imprint = inducers of genomic imprint erasure in mouse ES cells; Potency, µM (highest dose often 60.7 µM), inactives show at the top dose activity change, positive = activation, hits mostly activators; mouse ES Peg3-LacZ reporter, beta-gal luminescence, 40 h; 0.02% of 110,000 active; AID 1948;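 further: 0% = negative control wells on the plate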
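Each well holds 300 Peg3LacZ-Neo (maternal) female ES cells incubated 40 h at 37C, 5% CO2. LacZ is measured by BetaGlo luminescence, with AC50 and maximum efficacy derived from dose-response curves.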
IkB sig inh = suppresses IkB signaling in ABC-DLBCL reporter cells; ABC-DLBCL IkBa-CBG/CBR dual luciferase ratio, 4 h; response scale: scaled: untreated 0%, proteasome inhibitor 100%; Potency, µM (highest dose often 57.1 µM), for the others: at the top dose IkBa stabilization activation; 0.04% of 110,000 active; AID 445; active means well fitted curve in the direction sought with a large enough effect in the signal ratio, not every such curve was filed as active; inconclusive means small, poorly fitted or top-dose-only effect, or a change in a side signal; the % refers to the signal ratio;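 further: the direction sought is a rising ratio; 0% = basal untreated cells and 100% = reference inhibitor full response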
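Luminescence ratio of IκBα-fused green versus native red beetle luciferase in OCI-Ly3 cells, 4 h post-doxycycline with compound; red signal alone, scaled from basal (0%) to zero light (-100%), flagged nonspecific or cytotoxic effects.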
p53ts 39C tox = kills p53ts cells at the nonpermissive temperature | H1299-p53A138V viability at 39C, ATP luminescence, 24 h | Potency, µM (doses to about 46.1 µM), for inactives: at the top dose activity change, negative = cell killing, usual class: cytotoxic | 1.5% of 130,000 active | AID 902; further: nearly all actives have a fitted effect of over 55% in size
p53ts 32C kill = p53ts cell cytotoxicity, permissive temperature; 0.93% of 130,000 active; Potency, µM (top dose mostly 46.1 µM), for the others: top-dose activity change, negative = cytotoxicity, most hits filed as cytotoxic; H1299-p53A138V at 32C, ATP luminescence viability, 24 h; AID 924;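 further: 0% = DMSO and -100% = full killing by reference compound; nearly all actives have a fitted effect of over 55% in size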
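H1299-p53 A138V cells (temperature-sensitive p53) exposed 24 h to up to 46 uM compound at 32C, where p53 is wild-type in conformation. Viability read as ATP luminescence and normalised to DMSO and 100 uM tamoxifen. AC50 fitted with the Hill equation.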
* marks the source's active call; other numbers are inactive results; u = inconclusive; x = not tested or not shown; [ ] = dose if it differs, or a comment. Unless noted, the call rests on the fitted dose curve; in most records, active means well fitted curve in the direction sought with a large enough effect; inconclusive means small, poorly fitted or top-dose-only effect, or another doubt; inactive means no such curve, though single readings can be large; an effect the other way counts as inactive or inconclusive. Unless noted, on the % scale 0 is the no-effect control and ±100 the full control effect; potency means the concentration at half of the fitted maximal effect. Random draw from the library. Share with any hit: about 1.7%.

SMILES	Peg3 imprint	IkB sig inh	p53ts 39C tox	p53ts 32C kill
c1ccc2c(c1)oc1c(NCCN3CCOCC3)ncnc12	-9%	-3.0%	-3%	-6%
O=c1c(CCc2ccccc2)nc2cncnc2n1-c1ccccc1	x	1.1%[11.4 µM]	1%	16%
N#Cc1c(/N=C/c2ccco2)oc(-c2ccccc2)c1-c1ccccc1	-3%	u	-1%	8%
C[C@H]1CN(CCO)CCN1c1ccccc1	-6%[10.9 µM]	1.0%[11.4 µM]	5%[9.22 µM]	4%[9.22 µM]
CCCCCCCN	1%	-1.3%	6%	0%[1.84 µM]
O=C(O)C1C2C=CC(C2)C1C(=O)Nc1ccc(C(=O)N2CCCCC2)cc1 (configuration not stated)	-6%	-0.3%	9%	4%
Cc1ccc(NC(=O)CSc2nccn2Cc2ccc3c(c2)OCO3)c(C)c1	-1%[10.9 µM]	3.8%	u	-4%
COc1ccc(NC(=O)CSc2nc(C)cc(C)c2C(=O)Nc2cccc(C)c2)cc1	-12%[10.9 µM]	u	-3%	7%
Cc1ccc2c(c1)CCCN2C(=O)c1c(C)noc1C	-52%[inhibitor]	u	-7%	-10%
O=C(c1cccs1)N1CCN(S(=O)(=O)Cc2ccccc2)CC1	2%	1.5%	18%	-8%

Entries of single compounds, looked up by structure. Order of screens: Peg3 imprint | IkB sig inh | p53ts 39C tox | p53ts 32C kill
Listed for Cc1ccc(NC(=O)CSc2nccn2Cc2ccc3c(c2)OCO3)c(C)c1 → -1%[10.9 µM] | 3.8% | u | -4%
Listed for O=C(c1cccs1)N1CCN(S(=O)(=O)Cc2ccccc2)CC1 → 2% | 1.5% | 18% | -8%

Next section
SMILES	Peg3 imprint	IkB sig inh	p53ts 39C tox	p53ts 32C kill
CCOc1ccc(-c2cc(NC(=O)Nc3ccc(Cl)cc3)c(C(=O)OC)s2)cc1	4%[10.9 µM]	0.6%	-16%	-1%
Cc1ccc(S(=O)(=O)c2cc3cc(C(=O)O)ccc3oc2=O)cc1	5%[10.9 µM]	4.9%	-25%	5%
C=CCOc1c(CNc2ncn[nH]2)cccc1OCC	x	x	17%	8%
Cc1cc(C)n(-c2nc3cc(Cl)c(Cl)cc3nc2Nc2c(C)cccc2C)n1	-6%[10.9 µM]	5.3%	-4%	1%
CCOC(=O)Cn1c(=O)n(C2CCCCC2)c2nc(-c3ccccc3Cl)nc(C(N)=O)c21	-10%[10.9 µM]	0.6%	-14%	-3%
COc1cc2c(=O)n(CCC(=O)NCC3CCCO3)c(=O)n(CC(=O)Nc3ccc(F)cc3)c2cc1OC (configuration not stated)	-13%[10.9 µM]	u	3%	-1%
C=C(C)COc1ccc(-c2[nH]ncc2Oc2ccccc2OC)c(O)c1	-23%	u	u	u
CCCCn1c(=O)n(Cc2cccc(F)c2)c(=O)c2c1ncn2Cc1ccco1	-17%	u	0%	1%
CC1=C(C#N)C(NC(=O)c2cccc(Cl)c2)(C(F)(F)F)C(=O)N1 (configuration not stated)	7%[10.9 µM]	-1.2%	14%	2%
O=C(Nc1cnn(Cc2ccc(Cl)c(Cl)c2)c1)c1nc2ncccn2n1	-5%	1.4%	-14%	-4%
CN(C)Cc1ccccc1-c1cc(NCc2ccccc2)ncn1	2%	-1.4%[11.4 µM]	-10%	-7%
CCCCn1c(SCC(=O)N2CCCCC2)nc2cc(S(N)(=O)=O)ccc21	-9%	-0.2%	-9%	-4%
Cc1cccn2c(=O)c3cc(C(=O)NCc4ccccc4Cl)sc3nc12	-6%[10.9 µM]	-2.1%	-13%	-2%
CC1=C(C(=O)OC2CCCCC2)C(c2ccco2)C2=C(CC(C)(C)CC2=O)N1 (configuration not stated)	-30%	3.0%	55%[activator]	3%
COc1ccc(Cl)cc1NC(=O)CSc1nc2ccccc2c2nc(-c3ccccc3)nn12	18%[10.9 µM]	0.0%	31%[activator]	0%
CCOc1ccc(NC(=O)c2oc(=O)c3ccccc3c2-c2ccc(C)cc2)cc1	-5%[10.9 µM]	u	-8%	17%
CCc1ccc(-c2[nH]c3c(c2-c2c(-n4cccc4)n(C)c(=O)n(C)c2=O)c(=O)n(C)c(=O)n3C)cc1	-9%[10.9 µM]	1.4%	13%	-1%
Cc1cc(C)cc(C(=O)N2CCC(C(N)=O)CC2)c1	9%	0.1%	8%	10%
CCOc1ccccc1N(C)C(=O)c1nn(-c2ccc(C)cc2)c(=O)c2c1c1ccccc1n2C	17%[10.9 µM]	-1.7%	28%	8%
COc1cccc(C(=O)c2cc3ccc(O)cc3oc2=O)c1	-96%[inhibitor]	4.9%	-11%	0%
CCOC(=O)c1c(S(=O)(=O)N2CCCC(C(=O)Nc3cccc(C)n3)C2)c(C)n(C)c1C (configuration not stated)	20%[10.9 µM]	-1.1%	-18%	8%
c1ccc(-c2cc(-c3nc(-c4cccnc4)no3)c3ccccc3n2)cc1	0%	-0.9%	-4%	7%
N#Cc1cnn(Cc2ccccc2)c1/N=C/N1CCOCC1	-7%	1.4%	1%	9%
COc1c(Cl)cc(Cl)cc1/C=C(\C#N)c1nc(-c2ccc(Cl)cc2)cs1	-10%[10.9 µM]	1.2%	16%	13%
CCN1CCN(C(c2ccc(OC)cc2)c2c(O)cc(C)n(CCOC)c2=O)CC1 (configuration not stated)	-9%[10.9 µM]	4.1%	2%	8%
CCn1c(C)c(C)c2cc(C(=O)NCc3ccc(OC(C)C)cc3)ccc21	2%[10.9 µM]	1.0%	-16%	7%
CCc1nc2ccccc2c(C(=O)OCC(=O)NCc2ccco2)c1C	-8%	-0.9%	-4%	8%
CC(C)c1ccc(OC(=O)c2cc(-c3ccc(Cl)cc3)on2)cc1	12%[10.9 µM]	-0.8%	12%	4%
CCC1OC(=O)C(C)[C@@H](O[C@H]2C[C@@](C)(OC)C(O)C(C)O2)C(C)[C@@H](O[C@@H]2OC(C)CC(N(C)C)C2O)[C@@](C)(O)CC(C)C(=O)[C@@H](C)C(O)[C@]1(C)O (some centres not stated)	19%	x	-6%	-3%
CC(=O)Nc1ccc(-c2ccccc2)s1	-7%	-1.6%	10%	7%

Ordered by length of the SMILES (largest number first): 3 of the compounds above.
SMILES	Peg3 imprint	IkB sig inh	p53ts 39C tox	p53ts 32C kill
CCC1OC(=O)C(C)[C@@H](O[C@H]2C[C@@](C)(OC)C(O)C(C)O2)C(C)[C@@H](O[C@@H]2OC(C)CC(N(C)C)C2O)[C@@](C)(O)CC(C)C(=O)[C@@H](C)C(O)[C@]1(C)O (some centres not stated)	19%	x	-6%	-3%
CCc1nc2ccccc2c(C(=O)OCC(=O)NCc2ccco2)c1C	-8%	-0.9%	-4%	8%
CC(=O)Nc1ccc(-c2ccccc2)s1	-7%	-1.6%	10%	7%

(further entries)
SMILES	Peg3 imprint	IkB sig inh	p53ts 39C tox	p53ts 32C kill
CC(=O)Nc1cc(C(N)=O)c(Cl)cc1Cl	-4%	-1.0%	8%	2%
COc1cccc(C(=O)Nc2ccc3nc(SCc4ccc(C)cc4)sc3c2)c1	-13%[10.9 µM]	-1.0%	-20%	-5%
COCCn1c(SCC(=O)c2ccc3c(c2)OCCO3)nnc1C(C)C	-12%	1.0%	-10%	6%
Cc1c(C(=O)Nn2cnnc2)oc2ccccc12	-82%[inhibitor]	0.9%	9%	1%
Cc1ccc(Cl)cc1NC(=O)C1CCCN(S(=O)(=O)c2c(C)noc2C)C1 (configuration not stated)	-14%	-1.0%	-7%	2%
N#Cc1ccc(CN2CC[C@@]3(CCCN(C(=O)c4cc(C(F)(F)F)cc(C(F)(F)F)c4)C3)C2)cc1	x	2.2%[11.4 µM]	-18%	6%
Cc1cccc(NC(=O)CSc2cn(CC(=O)N3CCCCCC3)c3ccccc23)c1	-14%[10.9 µM]	-0.7%	-12%	-3%
COc1ccc2c(=O)c(C(=O)NCCc3ccc(OC)c(OC)c3)c[nH]c2c1	4%	0.3%	-5%	-5%
Cc1ccc(-c2csc(=Nc3ccccc3)n2Cc2ccc3c(c2)OCO3)cc1	-11%[10.9 µM]	u	-4%	-19%
CCN(CC)CCNC(=O)c1ccc(-c2nc(CN3CCc4ccccc43)c(C)o2)cc1	-4%[10.9 µM]	0.1%	-15%	-8%
C=CCNC(=O)CSc1nc2sc(C)c(C)c2c(=O)[nH]1	-7%	1.4%	0%	8%
COc1ccccc1OCCOCCn1cnc2ccccc2c1=O	-14%	0.6%	9%	4%
NC[C@@H]1O[C@H](O[C@@H]2[C@H](O[C@@H]3O[C@H](CO)[C@@H](COC[C@H]4O[C@@H](CN)[C@@H](O)[C@@H](O)[C@@H]4N)[C@@H]3O)[C@@H](O)[C@@H](N)C[C@H]2N)[C@@H](N)[C@H](O)[C@@H]1O	-6%[16.8 µM]	0.5%[25.6 µM]	12%[20.6 µM]	2%[20.6 µM]
COc1ccc2oc(=O)c(NC(=O)C3CCCCC3)cc2c1	-3%	-1.8%	-1%	-7%
COC(=O)c1ccc(C2C(C#N)=C(C)NC3=C2C(=O)CC(C)(C)C3)cc1 (configuration not stated)	-7%	u	9%	3%
CCc1nnc(NC(=O)c2ccc(S(=O)(=O)N3CCCCCC3)cc2)s1	-1%	3.1%	-2%	-3%
O=C(O)C=Cc1ccc(Cn2ccnc2)cc1	-6%	0.9%	-23%	-6%
CC(C)Cc1ccc(/C(=N/O)C(=O)O)s1	-6%	-1.4%	11%	6%
COCCNC(=O)C(OC(=O)c1ccco1)c1ccccc1OC (configuration not stated)	-1%	0.8%	4%	9%
Cc1cc(C)cc(NC(=O)NCCn2nnc3cc(S(=O)(=O)N(C)C)ccc32)c1	-10%[10.9 µM]	u	-7%	2%
CCOc1ccccc1-c1nc(C(N)=O)c2[nH]c(=O)n(-c3ccccc3)c2n1	4%	-2.8%	10%	-24%
COc1ccccc1NC(=O)CSC1=Nc2ccccc2C2=NC(CC(=O)NCc3ccco3)C(=O)N12 (configuration not stated)	13%[10.9 µM]	3.5%	31%[activator]	-4%
CCCOc1ccc(C2C(=O)N(C3CCCCCC3)CC(=O)N2CCC)cc1OC (configuration not stated)	-8%[10.9 µM]	2.0%	-26%	-5%
Cc1cc(NC(=O)CSc2nc(C(C)C)nc3sc4c(c23)CCC(C)C4)no1 (configuration not stated)	x	x	-2%	8%
CC(CNC(=O)c1sc2ncccc2c1-n1cccc1)c1ccccc1 (configuration not stated)	8%[10.9 µM]	u	-25%	-15%
COC(=O)CSc1cc(C)nc(NC(C)=O)n1	-3%	1.7%	5%	-7%
O=C(Nc1ccc2c(c1)OCCO2)C1CCCN(S(=O)(=O)c2cnc[nH]2)C1 (configuration not stated)	-9%	-1.7%	8%	-1%
Cc1nnc(N2CCN(c3ccccc3)CC2)[nH]c1=O	-4%	0.1%	9%	3%
CCN(CC)S(=O)(=O)c1ccc(-c2nnc(SCc3nnc(-c4ccc(C)cc4)o3)o2)cc1	4%	-0.6%	-9%	-8%
O=S(=O)(c1ccc(C2CCCCC2)cc1)N1CCN(c2ncccn2)CC1	7%	-3.1%	10%	11%
O=S(=O)(c1ccccc1)N1CCN(CC(O)COc2ccc3c(c2)CCC3)CC1 (configuration not stated)	5%	u	3%	-1%
O=C(C1CC1)N1CCc2cc(Br)cc(S(=O)(=O)NCc3ccccn3)c21	-11%	-0.5%	8%	2%
CC1(C)O[C@H]2[C@@H](c3[nH]nc4c(=O)[nH]c(=O)[nH]c34)OC[C@H]2O1	-9%[10.9 µM]	-0.1%[11.4 µM]	-4%[9.22 µM]	1%[9.22 µM]
COc1ccc(C)cc1-n1nnnc1SCc1csc(C)n1	-17%	0.1%	-9%	2%
O=C(Nc1cccc2cccnc12)c1ccccc1[N+](=O)[O-]	-10%[10.9 µM]	0.6%	2%	-5%
Cc1cc(F)ccc1NC(=O)c1ccc2nc(Cc3ccccc3)oc2c1	10%[10.9 µM]	u	-16%	-17%
O=C(Nc1ccc(C2CCCCC2)cc1)C1CCN(c2ncccn2)CC1	-4%	0.2%	1%	9%
COc1cccc(-n2c(SCC(=O)Nc3cc(C)ccc3C)nc3c(oc4ccccc43)c2=O)c1	-10%[10.9 µM]	-0.3%	0%	7%
Cc1cc(-c2nc3c4c5c(sc4[nH]c(=O)n3n2)CCC5)c(C)o1	6%	-0.7%	-9%	4%
O=c1[nH]c2ccccc2nc1NCCN1CCOCC1	4%	-4.6%	-1%	-12%
COCc1cc(C)nc2sc3c(=O)n(-c4cc(C)ccc4C)nnc3c12	-11%[10.9 µM]	-0.2%	3%	0%
